CHO parental Ca: ATP-evoked calcium signal inhibitors, parental CHO, primary screen, counter-screen for OX1R antagonist project, cell-based, fluorescence, Fluo-8 calcium dye; 330,000 compounds, 0.63% hits; parental CHO-K1, ATP-induced calcium, Fluo-8 fluorescence; inhibition, % at 5.6 µM;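 active means inhibition above that plate's mean sample inhibition plus 3 SD, cut at about 26% in these data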;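 further: 0% = ATP-challenged DMSO wells and 100% = DMSO wells without ATP; some compounds past the cut are filed as inactive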
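Assay system: untransfected parental CHO cell line. Also added: ATP agonist challenge. Dosing: one dose, 5.6 µM nominal. Measured by: Fluo-8 fluorescence. Read-out: % inhibition. Benchmarks: ATP wells versus no-ATP DMSO wells. Repeats: no replicates.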
OXTR potentiate: human OXTR potentiators, primary screen, fluorescence, CHO-OTR cells, Fluo-8 calcium; Oxytocin receptor (Homo sapiens), P30559; Fluo-8 calcium fluorescence, potentiator mode; 0% = oxytocin EC15, 100% = EC100; activation, % at 3 µM; 320,000 compounds, 0.061% hits;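 active means activation above that plate's cutoff, the mean activation of tested compounds plus 3 SD, cut at about 6.6% in these data, passing the limit was not always enough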;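 further: 100% uses oxytocin at 75 nM as the full agonist control; some results filed as inactive read as strong as hits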
Target sequence (P30559 whole entry, looked up): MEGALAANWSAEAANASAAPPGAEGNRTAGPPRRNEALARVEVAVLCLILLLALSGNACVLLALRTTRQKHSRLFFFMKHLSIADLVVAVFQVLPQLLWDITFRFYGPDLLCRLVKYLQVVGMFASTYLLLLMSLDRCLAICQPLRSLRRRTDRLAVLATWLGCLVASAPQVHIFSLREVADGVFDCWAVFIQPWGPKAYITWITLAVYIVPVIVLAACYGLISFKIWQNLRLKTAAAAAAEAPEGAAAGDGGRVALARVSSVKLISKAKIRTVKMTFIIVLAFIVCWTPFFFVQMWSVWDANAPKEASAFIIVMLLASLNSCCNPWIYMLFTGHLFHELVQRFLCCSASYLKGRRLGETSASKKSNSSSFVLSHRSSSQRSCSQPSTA
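Assay system: CHO cell line stably expressing human OTR. Reagent: EC15 oxytocin agonist. Dosing: single dose, 3.0 µM nominal final compound concentration. Timing: compound 6 min at room temperature before oxytocin, 100 s read. Signal: kinetic Fluo-8 calcium fluorescence. Controls: oxytocin EC15 low and EC100 high.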
The depositor's hits bear a star.

mol	CHO parental Ca	OXTR potentiate
CCCCOC(=O)c1ccc(NC(=O)c2c(N)n(C)c(=O)[nH]c2=O)cc1	-10	-5
O=C1c2ccccc2NC(c2ccc(Br)s2)N1O (centres undefined)	-14	3
Cn1c(N)c(C(=O)COC(=O)c2cc(C(F)(F)F)nc3ccccc23)c(=O)n(Cc2ccccc2)c1=O	-9	-2
CCN(C(=O)COC(=O)c1cc(-c2ccc3cc(OC)ccc3c2)nc2ccccc12)C1CCS(=O)(=O)C1 (centres undefined)	-7	-1
OCCNCCNCc1ccc(-c2ccccc2)cc1	-13	-22
O=C(O)CC12CC3CC(C1)CC(n1ncc(NCc4ccc5c(c4)OCO5)c(Cl)c1=O)(C3)C2	-4	2
C#CCOCCOCCOCCNc1nc(N2CCN(C(=O)[C@H](CCCCN)n3cc([C@@H](N)CO)nn3)CC2)nc(N2CCN(C(=O)[C@H](Cc3cc4ccccc4[nH]3)n3cc([C@@H](N)CC(C)C)nn3)CC2)n1	7	0
O=Cc1cc2cc3c(cc2nc1Cl)OCCO3	-10	0
CC1(C)Cc2c(c(-c3ccccc3)nc3sc4c(=O)[nH]c(=S)[nH]c4c23)CO1	2	-11
O=C(c1ccc(N2CCCCCC2)c([N+](=O)[O-])c1)N1CCc2ccccc21	9	-4
Cc1ccc2c(c1)c1c(n2CC(O)CN2CCOCC2)CCCC1 (centres undefined)	-15	-3
COc1ccc2[nH]c3c(NCc4ccco4)ncnc3c2c1	-10	-8
Cc1ccc(/C=C/C(=O)c2ccc([N+](=O)[O-])o2)cc1	-7	-3
CCC(C(=O)O)n1nnc(-c2ccc(OCc3ccccc3)c(OC)c2)n1 (centres undefined)	-1	0
CCN1C(=O)OC2(CCCCC2)C1(C)O (centres undefined)	6	-15
CC1(C)CC(=O)c2sc(NC(=O)c3ccccc3)nc2C1	-2	-4
CCN(CC)CCN1C(=O)C(O)=C(C(=O)c2cc3cccc(OC)c3o2)C1c1cccs1 (centres undefined)	-14	1
Cc1cccc(-n2c3nc(=O)[nH]c(=O)c-3cc3c(C)nn(-c4ccccc4)c32)c1	-6	-1
CC(C)=CCc1c(-c2ccc(O)cc2O)oc2cc3c(c(O)c2c1=O)C=CC(C)(C)O3	5	0
COc1ccc(-n2nc(C(=O)Nc3nc4ccc(OC)cc4s3)c3ccccc3c2=O)c(OC)c1	-4	0
CCCc1ccc(/C=C2\C(=O)c3ccccc3C(O)=C2C(=O)OCC)cc1	-1	-6
O=C1C=C(O)c2c(O)cccc2C1=O	-8	6
CC(C)Cc1ccccc1O	-17	-9
CCOC(=O)C1=C(C)NC(C)=C(C(=O)OCC)C1c1nc2ccccc2[nH]1	-6	-13
COc1cc(CC(NC(C)=O)C(=O)NC2CCN(c3c4c(nc5ncnn35)CCC4)CC2)cc(OC)c1 (centres undefined)	-10	-5
O=C(c1cc2c(=O)n3ccccc3nc2s1)N1CCc2ccccc2C1	-20	-5
CSCSC1=C(C#N)C(c2ccc(Cl)cc2)C(C(C)=O)=C(C)N1 (centres undefined)	6	-12
Cc1cc(C)c(NC(=O)c2sc3nc(C)[nH]c(=O)c3c2C)c(C)c1	-1	3
O=C([O-])c1cc(-c2ccccc2)cc(-c2ccccc2)[n+]1Cc1ccccc1	14	-2
O=C(NCc1ccccc1)c1ccc2nnsc2c1	5	-7
C#CCOCCOCCOCCNc1nc(N2CCN(C(=O)CCCCCCCCCCNC(=O)[C@H]([C@@H](C)CC)n3cc(CCCCCN)nn3)CC2)nc(N2CCN(C(=O)CCCCCCCCCCNC(=O)[C@@H]([C@H](C)CC)n3cc(CCCCCN)nn3)CC2)n1	79*	-16
CCOc1ccccc1NC(=O)c1ccc([N+](=O)[O-])cc1	-3	-12
COc1cccc(C(=O)Nc2ccncc2)c1	-10	-4
COc1ccc(CCNC(=O)c2ccc3c(c2)NC(=O)C(CSCc2cc(C)ccc2C)N3)cc1OC (centres undefined)	6	-22
Cc1nn(-c2ccccc2)c(Cl)c1/C=N/NC(=O)CCNc1n[nH]c(=O)[nH]c1=O	-7	-3
O=C(NC(=S)Nc1ccc2oc(=O)ccc2c1)c1ccc(-c2cccc(Cl)c2Cl)o1	2	-11
Cc1cccc2nc(COc3ccc(-c4ccccc4)cc3)cn12	-10	-14
O=C(c1cccs1)n1nc(-c2ccco2)nc1SCc1ccccc1	3	-11
COC(=O)C1=C(COc2ccccc2)NC(=O)NC1c1ccc(Cl)cc1 (centres undefined)	-30	8
O=C(O)C1OC(Oc2c(-c3ccc(O)c(O)c3)oc3cc(O)cc(O)c3c2=O)C(O)C(O)C1O (centres undefined)	-6	-8
CCOC(=O)c1c(C)[nH]c(C2=NNC(=Nc3cccc(Cl)c3)SC2)c1C	-9	-3
CC(C)CNC(=O)NC(=O)COC(=O)c1cc([N+](=O)[O-])ccc1NCc1ccccc1Cl	-3	-7
CC1CCC(NC(=O)CN2C(=O)COc3ccc(S(=O)(=O)N4CCCC4)cc32)CC1 (centres undefined)	-20	-5
COC(=O)C1=C(C(=O)OC)[C@@H]2N(C)c3ccc(OC)cc3[C@@]23C[C@@H](C(=O)OC)N(C(=O)C2CCC2)C3=N1	-21	-9
C=C[C@H]1[C@H](OC2OC(CO)C(O)C(O)C2O)OC=C(C(=O)OC)[C@H]1C[C@H]1CC(=O)C[C@H](CC(=O)CCc2ccc(O)cc2)O1 (some centres undefined)	-10	-2

Going on with the list:
Order of values – CHO parental Ca, OXTR potentiate
> NNC(=O)c1nn(-c2ccccc2)cc1O
  -15, -8
> CC1(C)O[C@@H]2[C@H](O1)[C@@H](COS(=O)(=O)O)O[C@H]2n1cnc2c(N)ncnc21
  -1, -5
> CC(c1ccco1)N(C(=O)c1ccc(Cl)s1)c1ccccn1 (centres undefined)
  -10, -3
> O=C(N/N=C/c1cc(Br)cc(Br)c1O)c1ccncc1
  5, -24
> O=C1N[C@@H](Cc2cn(S(=O)(=O)c3c(F)c(F)c(F)c(F)c3F)c3ccccc23)C(=O)N[C@H]1Cc1ccccc1
  -16, -1
> CCc1ccc(-c2cc(-c3n[nH]c(=S)n3CC)c3ccccc3n2)cc1
  -13, -5
> COC(=O)c1[nH]c2cccc(OC)c2c1NC(=O)CCN1CCC(C(N)=O)CC1
  -9, 3
> O=C1/C(=C\c2cccnc2)CN(Cc2ccccc2)C/C1=C\c1cccnc1
  -6, 7
> Cc1ccc(CNC(=O)CCCCCNc2nc(=S)[nH]c3ccccc23)cc1
  -12, -5
> COc1ccc(/C=N/NC(=S)Nc2ccccc2)cc1COc1ccccc1F
  -13, -5
> Cc1cc(C)nc(NC(N)=NC(C)c2ccccc2)n1 (centres undefined)
  -19, -9
> COc1ccc(OC)c2sc(N(CCCN(C)C)C(=O)c3ccc(S(=O)(=O)N4CCc5ccccc5C4)cc3)nc12
  16, -7
> O=S(=O)(Nc1cc(Sc2cccc3cccnc23)c(O)c2ccccc12)c1ccc(F)cc1
  47, -3
> CC(C)Cn1c(N)c(C(=O)COC(=O)c2cc(C3CC3)nc3ccccc23)c(=O)n(C)c1=O
  5, -10
> CCn1cc(C(=O)O)c(=O)c2cnc(N3CCN(C(=S)NC(=O)c4ccc(Cl)cc4)CC3)nc21
  -10, -18

4 entries out of the list, ordered by molar mass, smallest number first.
Order of values – CHO parental Ca, OXTR potentiate
> NNC(=O)c1nn(-c2ccccc2)cc1O
  -15, -8
> O=C(N/N=C/c1cc(Br)cc(Br)c1O)c1ccncc1
  5, -24
> COC(=O)c1[nH]c2cccc(OC)c2c1NC(=O)CCN1CCC(C(N)=O)CC1
  -9, 3
> COc1ccc(OC)c2sc(N(CCCN(C)C)C(=O)c3ccc(S(=O)(=O)N4CCc5ccccc5C4)cc3)nc12
  16, -7

The listing picks up with the 3 entries that preceded the break.
Order of values – CHO parental Ca, OXTR potentiate
> O=S(=O)(Nc1cc(Sc2cccc3cccnc23)c(O)c2ccccc12)c1ccc(F)cc1
  47, -3
> CC(C)Cn1c(N)c(C(=O)COC(=O)c2cc(C3CC3)nc3ccccc23)c(=O)n(C)c1=O
  5, -10
> CCn1cc(C(=O)O)c(=O)c2cnc(N3CCN(C(=S)NC(=O)c4ccc(Cl)cc4)CC3)nc21
  -10, -18
> CCCCn1c2ccccc2c2nnc(SCC(=O)NC3=NN=C(c4ccccc4)CS3)nc21
  -10, -7
> N#Cc1c(-c2ccco2)nc(SCC(=O)Nc2ccc(S(N)(=O)=O)cc2)[nH]c1=O
  0, -3
> Cc1ccc(C2c3c(C)nn(-c4ccc([N+](=O)[O-])cc4)c3N=C3C(=O)Nc4ccccc4N32)cc1 (centres undefined)
  -10, -11
> COc1cc(C(=O)NCCN2C(=O)S/C(=C\c3ccc(F)cc3)C2=O)ccc1OCC(=O)N1CCOCC1
  0, -5
> Cc1ccc(N/N=C2\CC(=O)c3ccccc32)cc1Cl
  -24, -1
> CCCCCC(=O)Cc1cc(O)cc2c1C(=O)Oc1cc(O)c(C(=O)O)c(CCCCC)c1O2
  -15, -3
> CCOC(=O)C1=C(C)N=C2SC(C)C(=O)N2C1c1ccc(OC(C)=O)c(OCC)c1 (centres undefined)
  -16, -9
> O=C(CCNC(=O)c1ccccc1)N=Nc1c(O)[nH]c2ccccc12
  -4, -14
> COc1ccccc1N1CCN(C(=O)CC2NC3CCCCC3NC2=O)CC1 (centres undefined)
  13, -4
> O=C(Nc1ccc(Cl)c([N+](=O)[O-])c1)Nc1nc2ccccc2s1
  2, -18
> CCOc1ccc(NC(=O)c2oc3ccccc3c2NC(=O)CC)cc1
  -21, -4
> COc1cccc(C2=CC(c3ccc(C)cc3)n3ncnc3N2)c1 (centres undefined)
  -23, -15
> CC(C)c1ccc(-c2c(C#N)c(N)nc(SCC(=O)N3CCCCCC3)c2C#N)cc1
  0, -13
> COc1ccc(/C(C)=N/Nc2nc3ccccc3n3cnnc23)cc1OC
  -4, -7
> COC(=O)[C@]1(C)N[C@H](CN(C)S(=O)(=O)c2ccc(C)cc2)[C@@H]2C(=O)N(C)C(=O)[C@@H]21
  -14, 3
> COc1ccc(C)cc1NC(=O)CCC(=O)Nc1ccc2nc(N3CCN(C)CC3)cc(C)c2c1
  -8, 2
> O=C(O)c1cc2sccc2s1
  -10, -9
> COC(=O)[C@]1(C)N[C@H](CN(C)S(=O)(=O)c2ccc(F)cc2)[C@@H]2C(=O)N(C)C(=O)[C@@H]21
  -3, -4
> CC(C)CC(=O)N1CC(C)N(C(=O)CC(C)C)CC1C (centres undefined)
  1, -3
> O=C(Nc1ccccc1-c1nnn(CC(=O)N2CCCc3ccccc32)n1)c1cccc(Cl)c1
  -3, -8
> CCOC(=O)C1=C(C)NC(=O)C1CC(=O)Nc1ccccc1 (centres undefined)
  -12, -9
> S=C(NCCc1ccccc1)N/N=C/C1CCCCC1
  -20, -10
> COC(=O)CCC(=O)OC1(C)C(=O)C=C2C=C(C3CC3)OC=C2C1=O (centres undefined)
  -7, -3
> CC(=O)N1c2ccc3ccccc3c2C2C=CCC2C1c1ccc(Br)cc1 (centres undefined)
  -13, -1
> COc1ccc([C@H]2Oc3cc(O)cc(O)c3C(=O)C2[C@@H]2C(=O)c3c(O)cc(O)cc3O[C@@H]2c2ccc(OC)cc2)cc1 (some centres undefined)
  -6, -11
> CCCCCCCCCCCCOC(=O)C[N+](C)(C)C
  -3, -7
> COc1ccc(NC(=O)COC(=O)c2c(F)cccc2Cl)cc1OC
  -8, -11
> O=C(O)c1ccc(NS(=O)(=O)c2cccc(S(=O)(=O)c3ccc(Cl)c(Cl)c3)c2)cc1
  10, -10
> COC/C=C/C1=CC2=CC(=O)C(C)(OC(=O)c3cnc4ccccc4n3)C(=O)C2=CN1c1ccc(CO)cc1 (centres undefined)
  -17, 6
> O=C(OCCN1C(=O)c2cccc3c(N4CCOCC4)ccc(c23)C1=O)c1cccc(Cl)c1
  36, -11
> O=C(C1CC2CCC1C2)N1CCN(Cc2ccc3c(c2)OCO3)CC1 (centres undefined)
  -7, -6
> Cc1ccc2nsnc2c1NC(=O)c1cccc([N+](=O)[O-])c1
  -5, -9
> COC(=O)C1=C(C)N(Cc2ccccc2)C(=NCCCCO)N[C@H]1c1ccccc1
  -8, -11
> Cc1cc(N2C(=O)C(O)=C(C(=O)c3ccco3)C2c2cccnc2)no1 (centres undefined)
  1, -4
> COc1c(Br)cc2c(C)c(C(=O)N3CCOCC3)oc2c1Br
  -32, 0
> CCCCC1=CC2=CC(=O)C(C)(OC(=O)c3cnc4ccccc4n3)C(=O)C2=CO1 (centres undefined)
  -5, -5
> CCOc1ccccc1N/C(=N/c1nc(C)cc(C)n1)NC(=O)Nc1ccc(Cl)c(Cl)c1
  -2, -5
> CC[C@H]1OC(=O)C[C@@H](O)[C@H](C)[C@@H](O[C@@H]2O[C@H](C)C[C@H](N(C)C)[C@H]2O)[C@@H](CC=O)C[C@@H](C)C(=O)C=C[C@]2(C)O[C@H]2[C@@H]1C
  -2, -3

Screening results deposited in PubChem by The Scripps Research Institute Molecular Screening Center.

Not all compounds are listed (hit frequency here may not be typical).
